Screening data as filed in PubChem BioAssay.
STK33 kinase inh – inhibitors of purified STK33 kinase, primary screen, biochemical, ADP-Glo luminescence, homogeneous, cell-free; Serine/threonine-protein kinase 33 (Homo sapiens), Q9BYT3; MBP phosphorylation; inhibition, % at 10 µM; hit rate 0.073% among 320,000; AID 2661, 2010;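 active means inhibition at or above 25%, using the most active replicate where run in duplicate; inactive means inhibition below 25%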
Target sequence (Q9BYT3 whole entry, looked up): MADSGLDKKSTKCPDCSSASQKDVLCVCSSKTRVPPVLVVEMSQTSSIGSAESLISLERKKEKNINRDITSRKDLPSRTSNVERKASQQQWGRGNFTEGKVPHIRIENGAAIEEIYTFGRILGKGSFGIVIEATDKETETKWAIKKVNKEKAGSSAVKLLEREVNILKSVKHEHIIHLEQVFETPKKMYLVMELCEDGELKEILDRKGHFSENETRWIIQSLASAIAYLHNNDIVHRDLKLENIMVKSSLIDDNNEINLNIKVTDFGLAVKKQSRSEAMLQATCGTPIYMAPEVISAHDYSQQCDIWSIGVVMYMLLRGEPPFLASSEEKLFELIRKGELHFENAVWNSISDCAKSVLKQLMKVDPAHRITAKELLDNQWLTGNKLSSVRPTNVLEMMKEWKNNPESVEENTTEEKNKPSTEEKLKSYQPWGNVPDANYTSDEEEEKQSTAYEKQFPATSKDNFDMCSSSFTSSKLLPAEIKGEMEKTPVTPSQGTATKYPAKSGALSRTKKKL
OX1R FRET antag – antagonists of human orexin 1 receptor (OX1R) | inhibition, % at 6.6 µM | hit rate 1.8% among 330,000 | OX1R-expressing cells, FRET antagonist read-out | Orexin/Hypocretin receptor type 1 (Homo sapiens), O43613 | AID 485270, 2010; in the data active means inhibition mostly above about 38%, no sharp cut-off; inactive means mostly below about 40%;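 further: 0% = agonist challenge alone and 100% = reference antagonist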
Target sequence (O43613 whole entry, looked up): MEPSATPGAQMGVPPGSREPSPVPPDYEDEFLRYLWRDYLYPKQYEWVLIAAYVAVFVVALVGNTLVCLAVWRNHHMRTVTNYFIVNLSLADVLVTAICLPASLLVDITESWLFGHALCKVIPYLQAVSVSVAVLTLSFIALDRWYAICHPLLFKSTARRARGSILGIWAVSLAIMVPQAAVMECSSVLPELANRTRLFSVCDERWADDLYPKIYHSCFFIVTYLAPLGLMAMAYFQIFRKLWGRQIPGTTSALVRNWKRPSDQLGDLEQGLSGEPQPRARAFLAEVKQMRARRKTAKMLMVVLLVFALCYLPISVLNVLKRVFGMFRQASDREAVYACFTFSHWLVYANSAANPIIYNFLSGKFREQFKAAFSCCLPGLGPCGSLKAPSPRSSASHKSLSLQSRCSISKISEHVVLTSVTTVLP
Active calls of the source: *; / = no result given; & = joins results of further samples.

The line under a structure holds: STK33 kinase inh, OX1R FRET antag
COc1cc(OC)cc(C(=O)N[C@H](C(=O)Nc2nc(-c3ccc(F)c(F)c3)cs2)C(C)C)c1
 : -1.2, 9
O=C(c1ccccc1)N1CCN(Cc2ccccc2Br)CC1
 : -0.4, 12
COc1ccc(NC(=O)c2nc[nH]c2C(=O)N2CCN(c3ccccc3)CC2)cc1
 : -1.1, 16
COc1ccc(C2Nc3cccc4cccc(c34)N2)cc1
 : -0.1, 14
COc1ccccc1/C=C/C(=O)NNC(=O)c1cccs1
 : -0.2, 27
CCC(C)NC(=O)C(CCSC)NC(=O)c1ccccc1 (configuration not stated)
 : -2.9, 17
Cn1c(N)c(C(=O)COC(=O)CCC(=O)c2ccc(F)cc2)c(=O)n(C)c1=O
 : 0.2, 5
CCNc1c(NS(=O)(=O)c2ccc([N+](=O)[O-])cc2)c(=O)oc2ccccc12
 : -1.6, 18
COc1ccc(Cl)cc1C(=O)O/N=C(\N)c1ccncc1
 : -1.5, 2
Cc1cccc(N(C(=O)c2csnn2)C(C(=O)NC2CCCCC2)c2ccccn2)c1C (configuration not stated)
 : -0.4, 30
O=[N+]([O-])c1ccc(N/N=C/c2c[nH]c3ccccc23)cc1
 : 1.0, 11
COC(=O)COc1ccc(-c2nccc(-c3ccc(Br)cc3)n2)cc1
 : -1.5, 2
Cc1c(CN(C)C(=O)c2sc3cc(Cl)ccc3c2Cl)cnn1C
 : -0.7, 44
CCOC(=O)c1cc(NC(=O)C2CCCO2)cc(C(=O)OCC)c1 (configuration not stated)
 : -0.6, 2
O=C(CCCCCCC(=O)c1ccccc1)c1ccccc1
 : -1.5, 6
CC(C)CCn1c(N2CCC(C(N)=O)CC2)nc2c1c(=O)[nH]c(=O)n2C
 : -1.6, 15
CCOC(=O)C1CCCN(CCCc2ccccc2)C1 (configuration not stated)
 : 0.1&-1.0, -2&11
O=S(=O)(NC1CCCCC1N1CCN(c2ccccc2F)CC1)c1ccc(Cl)cc1 (configuration not stated)
 : -1.4, 24
CCCCn1c(SCC(=O)N2CCCC2=O)nc2cc(S(N)(=O)=O)ccc21
 : 0.0, -2
COc1cc2c(cc1OC)C1(CCCC1)C(N)=C2C#N
 : 0.6, 27
O=C(CCc1nc2ccccc2c(=O)[nH]1)NNC(=O)COc1ccccc1Cl
 : -1.5, 18
COc1ccccc1CNC(=O)c1ccc2ccccc2n1
 : 0.1, 17
O=C1CCCN1C(=O)CCC(=O)N1CCCC1=O
 : 0.2, 6
Cc1cccc[n+]1CC(=O)c1ccccc1
 : 0.2, 3
COc1cc2c(cc1OC)C(C)N(C(=O)c1cc(Cl)nc(Cl)c1)CC2 (configuration not stated)
 : -3.0, 14
Cc1cccc(C(=O)NNC(=O)CSc2nnc(C3CC3)n2C)c1
 : -1.3, 13
Cc1ccc(-c2nc(CS(=O)CC(=O)NC(C)CCc3ccccc3)c(C)o2)cc1 (configuration not stated)
 : 0.1, 9
Cn1ncc2c(NCc3ccccc3)ncnc21
 : -2.5, 8
COc1ccc(NC(=O)CN2CCOCC2)cc1
 : -0.2, -3
COCCn1c(SCC(=O)Nc2ncc(Cl)c(C)c2Cl)nc2ccccc21
 : -0.9, 11
CCc1ccc(/C=C/C(=O)c2ccc(S(=O)(=O)N(C)C)cc2)cc1
 : -0.7, 13
O=C(O)CCSc1ccccn1
 : 0.3, 13
CC(Sc1nnnn1-c1ccccc1)C(=O)Nc1ccccc1-c1ccccc1 (configuration not stated)
 : -0.4, 28
CN(C)CCNC(=O)c1nn(C)c2c1CCc1ccccc1-2
 : -0.2, 2
COc1ccc(N2CCN(Cc3nnnn3C3CCCCC3)CC2)cc1
 : -1.2, 5
CCN1CCN(C(c2ccccc2F)c2nnnn2Cc2ccc3c(c2)OCO3)CC1 (configuration not stated)
 : -0.8, 9
CC1=CC(=O)C=C(C)C1=NOc1ccccc1[N+](=O)[O-]
 : 1.2, 36
CCOc1ccccc1/C=C/c1onc(C)c1S(=O)(=O)N1CCC(C(=O)N(CC)CC)CC1
 : -0.4, 0
O=C(CN1C(=O)c2ccccc2C1=O)Nc1ccccc1C(=O)N1CCCC1
 : 0.5, 5
Cc1ccccc1NC(=O)OCc1ccccc1
 : -1.8, 7
CCOC(=O)c1cc(=O)c2ccc(OCC(=O)Nc3ccccc3)cc2o1
 : 5.9, 9
Fc1ccc(N2CCN(Cc3ccccn3)CC2)cc1
 : -1.0, 12
CCCCSc1nc2ccc(Nc3nc(N4CCOCC4)nc(N4CCOCC4)n3)cc2s1
 : -0.6, 16
Cc1cc(NC(=O)CSCC(=O)NC(C)c2ccccc2)no1 (configuration not stated)
 : -3.1, -2
O=C(c1ccccc1)N1CCN(C(=S)NCCc2ccccc2)CC1
 : -0.3, 3
CCOC(=O)c1c(C)c(C(=O)Nc2ccc(N(C)C)cc2)c(C)n1CC
 : -0.5, 10
O=C1NCCN(Cc2ccc(-c3ccccc3)cc2)C1CC(=O)N1CCN(CCO)CC1 (configuration not stated)
 : -0.5, -3
C=CCOc1cccc(C2C(C(=O)c3ccco3)=C(O)C(=O)N2CCN2CCOCC2)c1 (configuration not stated)
 : 0.1, 5
CC(=O)Nc1ccc(NC(=O)Nc2cccc(C)c2C)cc1
 : /, 3
COc1ccccc1Nc1nc(N)nc(CSC(=S)N2CCN(c3ccccc3)CC2)n1
 : -1.0, 27

Following part
The line under a structure holds: STK33 kinase inh, OX1R FRET antag
O=S(=O)(c1ccc(SCCOc2ccc(Br)cc2)nc1)N1CCCC1
 : /, -1
CCCCN(C)C(=O)CC(NS(=O)(=O)c1ccc(NC(C)=O)cc1)C(C)C (configuration not stated)
 : -0.1, 13
CC(OC(=O)CC1CC2CCC1C2)C(=O)Nc1ccc(C(N)=O)cc1 (configuration not stated)
 : -1.7, 4
CCc1nnc(NC(=O)CSc2nnc3c(n2)[nH]c2ccccc23)s1
 : 0.7, 15
Cc1c(CCC(=O)O)c(=O)oc2cc3occ(-c4ccc(F)cc4)c3cc12
 : 0.0, 36
CCC(=O)Nc1ccc(Oc2ccc3c(c2)C(=O)NC3=O)cc1
 : -1.4, 14
COc1ccc(N2CCN(C(=O)c3cccc(N4C(=O)C5C6C=CC(C6)C5C4=O)c3)CC2)cc1 (configuration not stated)
 : -1.6, 13
O=C(Nc1ccc(F)c(Cl)c1)NC1CC1
 : -2.6, 4
Cc1cc(S(=O)(=O)NCCN(C)C)c(C)s1
 : 0.7, 13
CC(=O)Nc1ccc(S(=O)(=O)N2CCN=C2c2ccccc2)cc1
 : 0.4, 17

Some of these compounds in order of SMILES length, highest first.
The line under a structure holds: STK33 kinase inh, OX1R FRET antag
Cc1c(CCC(=O)O)c(=O)oc2cc3occ(-c4ccc(F)cc4)c3cc12
 : 0.0, 36
CCc1nnc(NC(=O)CSc2nnc3c(n2)[nH]c2ccccc23)s1
 : 0.7, 15
O=S(=O)(c1ccc(SCCOc2ccc(Br)cc2)nc1)N1CCCC1
 : /, -1

More structures:
The line under a structure holds: STK33 kinase inh, OX1R FRET antag
CC1(C)OC(=O)N(c2ccccn2)C1(C)O (configuration not stated)
 : -1.4, 10
O=C1CCC(C(=O)N2CCN(c3cnccn3)CC2)CN1CCc1cccc(F)c1 (configuration not stated)
 : 1.5, 9
NC(=O)[C@@H]1CC2(CC(c3cccc(NC(=O)[C@H]4CCC(=O)N4)c3)=NO2)CN1C(=O)c1ccc(Cl)cc1 (some centres not stated)
 : -0.7, 26
CCn1c(C(O)c2cc(OC)ccc2OC)nc2ccccc21 (configuration not stated)
 : -0.8, 10
CCOC(=O)N1CCN(C(=O)CNS(=O)(=O)c2cccs2)CC1
 : -2.0, 17
Cc1ccc(/C=N/NC(=O)C(=O)N/N=C/c2ccc(C)o2)o1
 : -1.4, 39
CCNC(=O)N(CC)C[C@H]1N[C@@](C)(C(=O)OC)[C@H]2C(=O)N(Cc3ccccc3)C(=O)[C@@H]12
 : 0.1, 5
CSc1ccc(CN(C)C(=O)c2cc3ccccc3o2)cc1
 : -1.3, 19
CC(C)CN(C(=O)Cn1ccccc1=O)C1CCS(=O)(=O)C1 (configuration not stated)
 : -1.0, 2
Cc1ccc(S(=O)(=O)NCCC(=O)NC2CC2)cc1
 : -0.2, 6
Cc1ccc(C(=O)Nc2ccc(C(=O)O)cc2)cc1S(=O)(=O)NCc1ccccc1
 : -2.6, 4
CCOc1ccccc1CNCCNC(=O)c1nonc1N
 : -0.6, 20
COc1ccc2nc(SCC(N)=O)cc(C)c2c1
 : 13, 16
CCc1c(C)nc2ncnn2c1N1CCC(C(=O)N2CCN(c3ccc(F)cc3)CC2)CC1
 : -1.4, 12
NS(=O)(=O)c1ccc(NC(=O)COC(=O)c2cnccn2)cc1
 : -0.1, 26
C[C@H](NS(=O)(=O)c1ccc(Cl)cc1)C(=O)OCC(=O)NC(=O)Nc1ccc2c(c1)OCCO2
 : 2.2, -2
CCCCc1cc(=O)oc2cc(OCC(=O)NC(Cc3c[nH]c4ccc(O)cc34)C(=O)O)ccc12 (configuration not stated)
 : 9.1, 17
COc1ccc(S(=O)(=O)N(CC(=O)Nc2cc(C)on2)Cc2ccccc2)cc1
 : 0.4, 18
O=C(NCc1ccccc1)c1cc(=O)[nH]c2ccccc12
 : -0.6, 4
COC(=O)c1c(CSc2ccc(C)c(C)c2)noc1C(=O)NCc1ccc(OC)cc1
 : -0.2, 20
Cc1ccc(NC(=O)C(C)Sc2nc(=O)cc(N)n2-c2ccccc2)cc1 (configuration not stated)
 : 0.2, 34
Cc1cc(N2CCN(C)CC2)ccc1NC(=O)c1c2c(nc3ccccc13)CCN(Cc1ccccc1)C2
 : -3.9, 29
COc1ccc2oc3ccccc3c(=O)c2c1
 : 4.9, 37
COC(=O)c1sc2cc(=O)n(-c3cccc(C(F)(F)F)c3)nc2c1O
 : -3.8, 25
COc1cc2c(cc1OC)CN(C(=O)c1sc(-c3cnccn3)nc1C)CC2
 : -1.1, 21
O=C(CN1C(=O)NC2(CCCC2)C1=O)Nc1ccc(S(=O)(=O)N2CCOCC2)cc1
 : -0.4, 16
Cc1c(NC(=O)c2cc(=O)[nH]c(=O)[nH]2)c(=O)n(-c2ccccc2)n1C
 : /, 18
CC(O)C(NS(=O)(=O)c1ccc(Cl)cc1)C(=O)OCc1nnc(-c2ccccc2)o1 (configuration not stated)
 : -2.4, 13
O=C(c1cccc(S(=O)(=O)Nc2ccc(Br)cc2)c1)N1CCCC1
 : -2.9, 19
O=C(NCCSc1ccc(Cl)cc1)c1ccco1
 : -1.5, 10
COc1ccc(-n2nnnc2SCC(=O)c2cccc(OC)c2)cc1
 : -1.4, 18
Cn1ncc(C#N)c1/N=C/N1CCCCCC1
 : -0.2, 6
Nc1nc(NCCCN2CCOCC2)nc(NCc2ccccc2)c1[N+](=O)[O-]
 : -0.6, 12
CC1CCC(NC(=O)CN2C(=O)COc3ccc(S(=O)(=O)N4CCCC4)cc32)CC1 (configuration not stated)
 : -2.5, 33
CC(C)COC(=O)C1C2C=CC3(CN(C(C)c4ccc(Br)cc4)C(=O)C13)O2 (configuration not stated)
 : -1.2, 8
CCCn1nnnc1SCC(=O)N1CCCCC1
 : 0.1, 13
CCCCn1c(-c2ccccc2)nc2c(=O)n(C)c(=O)[nH]c21
 : -0.7, 17
CC(Oc1ccc2c3c(c(=O)oc2c1)CCCC3)C(=O)NCCN1CCOCC1 (configuration not stated)
 : -0.3, 8
Cc1ccccc1CNC(=O)C1CCC(=O)N(Cc2cccc(F)c2)C1 (configuration not stated)
 : 0.2, -2
COc1cc(C(=O)OCC(=O)Nc2sccc2C(N)=O)cc(OC)c1OC
 : /, 29
CC(C)N=Cc1c(O)[nH]c2ccccc12
 : -0.7, 3
CC(C)C(C)NC(=O)COn1nnc2ccc(S(=O)(=O)N3CCOCC3)cc21 (configuration not stated)
 : 0.1, 6
Cc1cc(=O)[nH]c(SCCCOc2ccc(F)cc2)n1
 : /, 10
CCC(C)NC(=O)CCc1c(C)nc2nc(-c3cc(OC)cc(OC)c3)nn2c1C (configuration not stated)
 : -0.1, 10
CC(C)OC(=O)C1CC=CCC1C(=O)Nc1ccc(Cl)cc1 (configuration not stated)
 : -1.3, 4
COc1ccc(S(=O)(=O)N2CCOC23CCN(C(=O)c2ccccc2OC)CC3)cc1
 : 0.4, 20
COc1ccc(C(=O)C(C)[n+]2ccc(-c3nnc4n3CCCCC4)cc2)cc1 (configuration not stated)
 : -2.4, 13
Cc1c(/C=C/C(=O)c2ccc(C(C)C)cc2)cnn1C
 : -0.5, 19
CCC(C)(C)NC(=O)C(c1ccc(OC)cc1)N(C(=O)CCC(=O)Nc1cc(C)on1)C(C)(C)C (configuration not stated)
 : -1.4, 22
CC(NS(=O)(=O)c1ccccc1)C(c1cccs1)N1CCOCC1 (configuration not stated)
 : -0.7, 5

New compounds follow
The line under a structure holds: STK33 kinase inh, OX1R FRET antag
COc1ccc(C(=O)c2no[n+]([O-])c2C(=O)c2ccc(OC)cc2)cc1
 : 0.7, 32
CCOC(=O)N1CCN(c2cc(N)c([N+](=O)[O-])cc2F)CC1
 : 0.0, 15
COCCNC(=O)CCC1CCN(C/C=C/c2ccccc2OC)CC1
 : -0.4, 18
CS(=O)(=O)NNC(=O)Cn1nnc(-c2ccc(OCc3ccccc3Cl)cc2)n1
 : -0.7, 20
C/C(Cc1ccccc1)=N\NC(=O)CNC(=O)c1ccc(F)cc1
 : -0.4, 8
COc1ccc2c(c1)[nH]c1c(=O)n(CCCn3ccnc3)cnc12
 : 2.0, 16
CN(C)CCN(C(=O)c1ccc2c(c1)OCCO2)c1nc2c(Cl)cccc2s1
 : 0.9, 15
O=C(OCCN1C(=O)c2ccccc2C1=O)c1cc(S(=O)(=O)N2CCOCC2)ccc1Cl
 : 0.1, 23
CCCC(=O)c1cc(-c2nc3ccccc3n2C)n(C)c1
 : -1.4, 17
CC(C)NS(=O)(=O)c1ccc(CCC(=O)Nc2ccc3c(c2)OCCO3)cc1
 : 0.1, 2
CCC(C)NC(=O)C1(O)c2ccccc2NC(=O)N1c1ccc(C)c(C)c1 (configuration not stated)
 : 0.4, 2
